Mm-Cpn inhibitor: Inhibitors of TCP-1 ring complex (TRiC) of Methanococcus maripaludis (MmCpn): qHTS | Chaperonin Mm-Cpn (Methanococcus maripaludis) | purified Mm-Cpn ATPase, ADP Transcreener TR-FRET | Potency, µM (doses to about 76.9 µM), for the others: at the top dose activity, negative = inhibition, usual class: inhibitors | 330,000 tested, 0.031% active | AID 504842, 2011; note: potency is the fitted concentration of half-maximal effect; % is set by controls: 0 for no effect and ±100 for the full control effect; nearly all actives have a fitted effect of over 80% in size
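Compound-treated chaperonin, 25 nM final, turns over 10 uM ATP at 37°C for 30 min following a 10 min preincubation; ADP generated competes with ADP-d2 for Eu-cryptate antibody, lowering FRET.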
FUS suppressor: qHTS for Suppressors of FUS Proteinopathy: Primary screen using FUS-linked yeast assay | 390,000 tested, 0.24% active | AID 1347120, 2019 | S. cerevisiae FUS-expressing, growth rescue, OD600, 24 h | Potency, µM (titrated, usually from 76.6 µM), without a hit: top-dose growth rescue (activation), usual class: activators;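 note: potency is the fitted concentration of half-maximal effect; plate controls were DMSO vehicle for no effect and reference control for full effect; nearly all actives have a fitted effect of over 55% in size; some results filed as inactive show a strong effect at the top dose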
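Galactose (2%) drives FUS expression in yeast precultured in raffinose; seeding density OD 0.005. Test compounds incubated 24hr at 30C and 99% humidity before absorbance at 600 nm was measured.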
TDP-43 yeast inh: qHTS of TDP-43 Inhibitors; TDP-43 expressing yeast growth rescue, BacTiter-Glo, 24 h; Potency, µM (titrated, usually from 46.1 µM), without a hit: top-dose growth rescue (activation), actives largely listed as activators; 410,000 tested, 1.8% active; AID 652104, 2013; note: potency is the fitted concentration of half-maximal effect; % of control where 0% means no effect; nearly all actives have a fitted effect of over 50% in size
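Growth rescue of TDP-43-toxic yeast measured as ATP luminescence (BacTiter-Glo). Cells grown to mid-log in raffinose, induced in galactose at OD600=0.02, exposed to compound 24 hr at 30 deg C.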
GLP-1R inv ag: qHTS of GLP-1 Receptor Inverse Agonists (Inhibition Mode); Glucagon-like peptide 1 receptor (Homo sapiens), P43220; HEK293 GLP-1R CRE-luciferase, luminescence, 24 h; GLP-1R form is constitutively active; Potency, µM (series often up to 38.3 µM), without a hit: top-dose activity change, negative = inhibition, usual class: inhibitors; 410,000 tested, 1.6% active; AID 624417, 2012; note: potency is the fitted concentration of half-maximal effect; % is set by controls: 0 for no effect and ±100 for the full control effect; nearly all actives have a fitted effect of over 55% in size
Target sequence (P43220 whole entry, looked up): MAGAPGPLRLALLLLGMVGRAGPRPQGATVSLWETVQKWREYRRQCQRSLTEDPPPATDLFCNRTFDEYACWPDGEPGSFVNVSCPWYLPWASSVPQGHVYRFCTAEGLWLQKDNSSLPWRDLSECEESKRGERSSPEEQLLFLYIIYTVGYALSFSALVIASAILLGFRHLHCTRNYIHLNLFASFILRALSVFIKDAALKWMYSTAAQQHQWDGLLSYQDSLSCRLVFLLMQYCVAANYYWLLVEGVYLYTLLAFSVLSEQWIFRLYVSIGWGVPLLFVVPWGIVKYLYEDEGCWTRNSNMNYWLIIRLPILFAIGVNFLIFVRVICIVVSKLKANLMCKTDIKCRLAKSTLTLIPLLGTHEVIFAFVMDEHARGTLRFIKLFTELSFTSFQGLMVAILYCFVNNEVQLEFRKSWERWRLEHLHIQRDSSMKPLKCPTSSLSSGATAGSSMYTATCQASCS
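Seeding at 200 cells/uL, 12 h culture, 24 hr compound treatment, then luciferase reagent and a luminescence read; cells are HEK293 stably expressing a constitutively active GLP-1R plus cAMP-responsive luciferase.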
PTHR1 ag: qHTS for PTHR1 Agonists: Primary Screen | HEK293 GP2 PTHR1 cells, GloSensor cAMP luminescence, 1 h | Parathyroid hormone/parathyroid hormone-related peptide receptor (Homo sapiens), Q03431 | Potency, µM (titrated, usually from 115 µM), for inactives: at the highest dose activation, actives largely listed as activators | 410,000 tested, 0.075% active; note: potency is the fitted concentration of half-maximal effect; nearly all actives have a fitted effect of over 55% in size; some results filed as inactive show a strong effect at the top dose; inactives centre near -15; many of its hits are not listed in these tables
Target sequence (Q03431 whole entry, looked up): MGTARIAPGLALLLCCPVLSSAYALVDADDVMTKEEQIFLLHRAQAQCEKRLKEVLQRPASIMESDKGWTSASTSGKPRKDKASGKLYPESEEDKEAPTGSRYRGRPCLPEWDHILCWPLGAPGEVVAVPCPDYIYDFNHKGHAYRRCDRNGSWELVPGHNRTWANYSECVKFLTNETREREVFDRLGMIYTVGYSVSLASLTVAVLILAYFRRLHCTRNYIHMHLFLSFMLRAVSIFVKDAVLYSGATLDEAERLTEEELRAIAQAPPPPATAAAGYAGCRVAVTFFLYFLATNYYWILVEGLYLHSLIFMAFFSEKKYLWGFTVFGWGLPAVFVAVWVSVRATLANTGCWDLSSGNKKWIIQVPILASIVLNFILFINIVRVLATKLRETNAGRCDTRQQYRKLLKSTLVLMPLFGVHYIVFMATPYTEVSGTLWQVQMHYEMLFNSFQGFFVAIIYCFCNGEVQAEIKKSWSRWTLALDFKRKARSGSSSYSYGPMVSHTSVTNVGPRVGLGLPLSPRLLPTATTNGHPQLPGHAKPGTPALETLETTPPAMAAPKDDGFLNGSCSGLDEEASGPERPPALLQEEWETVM
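HEK-293-derived GP2 cells expressing PTHR1 and a GloSensor cAMP reporter, 3,000/well, plated overnight, given luciferin plus IBMX (each 0.5 mM as added) for 1 h at 37 °C, then compound for 1 h at 37 °C. Luminescence was read after 15 min at room temperature.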
Akt phos inh: HTS Assay for Inhibitors of Akt Phophorylation: Primary Screen. Neuro2A IGF-stimulated pAkt S473 HTRF, 20 min; stronger effect = lower value. activity change, % for hits at 50 µM. 360,000 tested, 0.32% active; in the data active = activity change below about -80%; inconclusive = mostly about -51% to -80%; note: % is set by controls: 0 for no effect and ±100 for the full control effect
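Single-point screen (50 µM final compound) in Neuro2A cells stimulated 20 min with 6 nM IGF at 37 deg C. After lysis, Ser473-phosphorylated Akt read by HTRF (ex 330 nm, em 615/665 nm) as the 665/615 ratio.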
Abeta rescue: qHTS for compounds that reverse cellular toxicity of Amyloid beta (A-beta) peptide in yeast: Primary Screen. yeast expressing A-beta42, growth rescue, OD600, 48 h; response scale: 0% DMSO, 100% iron-clioquinol control. Potency, µM (series often up to 46.1 µM), inactives show at the highest dose growth rescue, most hits filed as activators. 410,000 tested, 0.063% active. AID 1347071, 2019; note: potency is the fitted concentration of half-maximal effect; nearly all actives have a fitted effect of over 55% in size
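Growth rescue measured by 600 nm absorbance after 48 h yeast culture at 30 C with compound. Values normalized between DMSO and an equimolar ferric chloride plus clioquinol control.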
GLP1R cytotox: qHTS of GLP-1 Receptor Inverse Agonists: Cytotox Screen; HEK293 cAMP-luciferase reporter cells, luminescence, 24 h; Potency, µM (series often up to 38.3 µM), for the others: top-dose activity change, negative = inhibition, most hits filed as inhibitors; 410,000 tested, 0.13% active; AID 624418, 2012;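 note: loss of luciferase light is scored as toxicity; potency is the fitted concentration of half-maximal effect; % is set by controls: 0 for no effect and ±100 for the full control effect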
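Here, cytotoxicity is scored as loss of luminescence. The MLSMR collection was tested on cells seeded in medium containing 10% Nu serum, with a 24 hr compound exposure preceded by 12 hours of culture.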
aSyn rescue: qHTS of alpha-syn Inhibitors | Yeast expressing alpha-synuclein, growth rescue, BacTiter-Glo, 24 h | Potency, µM (series often up to 46.1 µM), for inactives: top-dose growth rescue (activation), usual class: activators | 370,000 tested, 0.14% active; note: potency is the fitted concentration of half-maximal effect; % of control where 0% means no effect; nearly all actives have a fitted effect of over 65% in size
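Galactose-induced alpha-syn yeast (OD600=0.02, raffinose-pregrown) + pinned cpd, 24 hr, 30 deg C; growth by BacTiter-Glo luminescence. Growth restoration scores as activation.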
Active calls of the source: *; i = inactive; ? = inconclusive; / = no result given; [ ] = dose if it differs, or a comment. Unless noted, calls come from the whole dose curve; as a rule, active = well fitted curve in the direction sought with a large enough effect; inconclusive = small, poorly fitted or top-dose-only effect, or another doubt; inactive = no such curve, though single readings can be large; an effect the other way counts as inactive or inconclusive. Some of the compounds tested; count on the stated rates, not on these rows.

canonical_smiles | PTHR1 ag | aSyn rescue | TDP-43 yeast inh | FUS suppressor | Abeta rescue | GLP-1R inv ag | Akt phos inh | Mm-Cpn inhibitor | GLP1R cytotox
O=C(/C=C\Nc1ccc(Cl)cn1)c1ccc(Br)cc1 | i | 3% | -7% | 9% | 3% | 10%[0.307 µM] | i | -9% | -1%[0.307 µM]
COc1ccc(NC(=O)CSc2ncccc2C(=O)O)cc1OC | -10% | / | 26% | -6% | -14% | 9% | / | / | 2%
Cc1nc(-c2cccnc2)sc1CCNS(=O)(=O)c1ccc(F)cc1 | i | 7% | -13% | 7% | -18% | 16% | / | / | 2%
CCOC(=O)N1CCN(Cc2c(F)cccc2F)CC1 | -15%[57.5 µM] | 0% | -8% | -12% | -8% | -6% | i | 2% | -1%
Cc1ccc(C(=O)Nc2cccnc2)cc1NC(=O)c1ccco1 | -3%[57.5 µM] | -3% | 6% | 6% | -1% | 5% | i | -17% | -10%
O=C1C2C3c4ccccc4C(c4ccccc43)C2C(=O)N1CN1CCOCC1 (stereo not given) | i | 3% | -12% | -2% | 2% | 7% | i | -1% | -13%
Cn1cccc1-c1cc2n(n1)CCC(=O)N2CC(=O)Nc1ccc(F)cc1Cl | -36%[inhibitor] | / | ? | 15% | 0% | 12% | / | / | 1%
CCCNC(=O)c1c(NC(=O)c2ccccc2)sc2c1CCC(C(C)(C)C)C2 (stereo not given) | -12% | / | 17% | 1% | -9% | 0% | / | / | 6%
CCCCn1c(SCC(=O)NCCOC)nc2ccc(N3CCOCC3)cc2c1=O | -8% | -4% | 13% | 28% | -14% | 7% | i | 0% | -11%
COc1ccc(NC(=O)c2sc3nc(C)c(C(=O)Nc4ccc(Cl)cc4)c(-c4ccc(Br)cc4)c3c2N)cc1 | i | / | 15% | 10% | -24% | -4% | / | / | 24%
Cc1ccc(-c2nnc(SCC(=O)Nc3cccc(C(=O)N4CCOCC4)c3)n2C)cc1 | i | 1% | 4% | 8% | 4% | -5% | i | -1% | 0%[1.53 µM]
CCC/C=C/c1ccc(CN2C(CC(C)C)C(=O)N(Cc3cn(CCC4OCCO4)nn3)CCS2(=O)=O)cc1 (stereo not given) | -1% | ? | ? | ? | 7% | ? | i | / | -18%
COc1ccc(C(=O)Nc2nc(-c3nnn(-c4ccc(F)cc4F)c3C)ns2)cc1 | -6% | / | 6% | 23% | -11% | ? | / | / | ?
c1ccc2c(-c3nc4ncccc4o3)cccc2c1 | i | -13% | 0% | / | -54%[inhibitor] | -20% | i | -2% | 6%
CSc1nc(-c2ccc(Cl)cc2)nn1C(=O)c1ccccc1 | -23% | -1% | 14% | -1% | -1% | 44%[activator] | i | -3% | 22%[1.53 µM]
NS(=O)(=O)c1cc(C(=O)OCC(=O)Nc2ccc3c(c2)OCO3)ccc1Cl | i | -13% | 15% | 23% | 13% | 5% | i | 1% | -2%
O=C1N(Cc2ccc(F)cc2)CCN1c1ccc(F)cc1 | i | 8% | 29% | -12% | 6% | 14% | i | 0% | -2%
CC(=O)N1CCc2cc(Br)cc(S(=O)(=O)N3CCc4ccccc43)c21 | -15% | -19% | -1% | -14% | -17% | 0% | i | -2% | 7%
Cc1cc(SCC(=O)Nc2cccnc2Cl)nc2ccccc12 | i | 1% | -14% | 6% | 16% | 2%[0.307 µM] | i | -8% | 24%[0.307 µM]
Cc1cc(O)c(/C=N/Nc2ccccc2Cl)c(=O)o1 | -13%[57.5 µM] | 17% | ? | 10% | -9% | 0% | i | -3% | ?
O=C(Nc1ccc(Oc2ccc3c(c2)C(=O)N(c2ccc(O)cc2)C3=O)cc1)c1cccs1 | -8% | 0% | 16% | / | 1% | 5% | i | 1% | -2%
O=C(CCc1ccccc1)NNC(=O)Nc1ccc(Cl)cc1 | -17% | 3% | 18% | 2% | 11% | ? | i | 3% | 1%
O=C1CN(C(=O)c2ccc(S(=O)(=O)N3CCCC3)cc2)C(c2ccc(F)cc2)c2cc(Br)ccc2N1 (stereo not given) | -22% | / | 5% | ? | -9% | ? | / | / | -13%
Cn1c(=O)[nH]c(=O)c2c1nc(NCCO)n2CCOc1ccccc1 | -22% | 4% | 14% | -28% | -15% | 33%[activator] | i | -3% | -2%
CC(=O)N(C)C1(c2nnnn2CCOC(=O)Nc2ccc(Cl)cc2)CCCCC1 | -1%[57.5 µM] | 3% | 11% | -6% | 2% | 13% | i | -2% | -6%
CN=c1sc2c(n1C)C(=O)c1ccccc1C2=O | -20% | 3% | 11µM* | / | -44%[inhibitor] | 17% | i | / | ?
CC(C)(C)C(=O)N/C(N)=N/c1nc2ccccc2o1 | -30%[inhibitor] | 7% | 30% | -1% | -9% | 11µM* | i | 3% | ?
COCCNC(=O)/C(C#N)=C/C=C/c1ccccc1[N+](=O)[O-] | i | 3% | 10% | 12% | -7% | ? | i | -4% | ?
O=C(CSC1CC(=O)N(c2ccc(C(=O)O)cc2)C1=O)Nc1ccc2ccccc2c1 (stereo not given) | i | -7% | 1% | -29% | -10% | -16% | i | -2% | 5%
Cc1ccc(NC(=O)[C@H](C)NC(=O)C2CCN(C(=O)[C@@H](NC(=O)OC(C)(C)C)C(C)C)CC2)cc1 | -1% | 5% | 5% | 17% | -11% | -14% | i | 0% | -5%
CC(=O)N1CCc2cc(S(=O)(=O)NC(Cc3ccccc3)C(=O)NCCN3CCCCC3C)ccc21 (stereo not given) | i | 16% | 23% | -16% | -3% | 1% | i | 0% | -6%
CC(=O)c1cccc(NC(=S)NC(=O)c2ccccc2Cl)c1 | i | -3% | 3% | 2% | -18% | 13% | i | 0% | ?
COc1cc(OC)c(C2=NOC(C(=O)NCc3cccs3)C2)cc1Cl (stereo not given) | i | ? | 7% | 12% | -5% | -29% | i | -9% | -14%
COC(=O)c1ccc(CSc2nc3ccc(C)cc3[nH]2)o1 | -47%[inhibitor][57.5 µM] | -7% | -8% | -16% | 13% | 13% | i | 1% | -3%
CCN(C(=O)CSc1cc(C)c2ccc(OC)cc2n1)C1CCS(=O)(=O)C1 (stereo not given) | -6% | 2% | 13% | -2% | -7% | -24% | i | -1% | 2%
Cn1cc([N+](=O)[O-])c(C(=O)NNC(=O)c2ccc([N+](=O)[O-])cc2Cl)n1 | i | 4% | -1%[0.397 µM] | 12% | 7% | 9% | i | 0% | 3%
COc1ccc(N2CC(C(=O)NCCc3c[nH]c4ccccc34)CC2=O)cc1 (stereo not given) | -41% | 9% | -19% | -13% | -3% | -5% | i | 1% | 4%
Cc1ccc(C(=O)NCCCNC(=O)COc2ccc(Cl)c(C)c2)cn1 | -6% | -7% | 4% | -6% | -4% | 10% | i | 1% | 2%
CN1C(=O)N(C)C2(c3ccccc3)Nn3c(s/c(=C/c4ccco4)c3=O)=NC12c1ccccc1 (stereo not given) | -5%[57.5 µM] | 1% | -11% | 50% | -9% | 0% | i | 1% | -16%
CCOC(=O)C(=NCCCN(C)C)NNc1cc(C(F)(F)F)ccc1Cl | -22% | -6% | -24%[0.397 µM] | 24% | -5% | ? | i | -3% | 5%
O=C(Nc1ccccc1)Nc1ccc(Br)c(Cl)c1 | -50%[inhibitor] | -16% | 15% | 0% | 7% | ? | i | 3% | -3%[1.53 µM]
NC(=O)c1ccc(OCc2ccccc2)nc1 | -1% | 5% | ? | -5% | 16% | -17% | i | / | -1%
Cc1cc(C(=O)CCl)c(C)n1CCc1ccccc1 | i | -11% | 10µM* | 36% | -38% | ? | i | -4% | ?
Cc1ccc(NC(=O)C2CCCN(c3nnc(C)c4c(C)n(-c5ccccc5)nc34)C2)c(Cl)c1 (stereo not given) | -34%[inhibitor] | / | 14% | -18% | -3% | 5% | / | / | -8%
COc1ccccc1Nc1ncc2c(n1)CCN(Cc1ccc(C)s1)C2 | i | / | 14% | -2% | -2% | 12% | / | / | 3%
O=C(NCc1ccccc1F)C(=O)NCC(c1ccco1)S(=O)(=O)c1ccccc1 (stereo not given) | -4% | / | 5% | -5% | -11% | -4% | / | / | -1%
C[C@@H]1CN([C@@H](C)CO)C(=O)CCCn2nncc2CO[C@@H]1CN(C)S(=O)(=O)c1ccc2ccccc2c1 | -10% | 2% | 3% | 23% | 0% | -1% | i | / | -16%
O=C(COc1ccccc1[N+](=O)[O-])Nc1ccc(CN2CCOCC2)cc1 | -10% | 9% | -9%[0.397 µM] | 2% | -15% | 33%[activator] | i | 5% | -2%
CC(c1nnc(SCC(=O)Nc2ccc3[nH]c(=O)[nH]c3c2)n1Cc1ccccc1)N(C)C (stereo not given) | i | -13% | 9% | 25% | 8% | 0% | i | -1% | -6%
Cc1ccc(S(=O)(=O)N2CCN(C3CC4CCC3C4)CC2)cc1 (stereo not given) | -9% | -7% | -17% | 4% | 9% | ? | i | 0% | 10%
O=C(NCC1CCCO1)C(=O)N/N=C\c1ccc2c(c1)OCO2 (stereo not given) | i | -6% | -16% | -1% | -7% | 11% | i | -7% | 1%
CCc1ccc(OCC(O)CNC(C)(C)C)cc1 (stereo not given) | i | 2% | -11% | -9% | 1% | 0% | i | 0% | 3%
